SIRT5 inh: sirtuin-5 (human) deacylase inhibition; inhibition, % at 15 µM; Q9NXA8; 1.1% of 330,000 active; Purified SirT5, succinyl-peptide AMC, trypsin-coupled fluorescence; in the data active = inhibition above about 15%; inconclusive = no clear call, values can overlap the other calls
Target sequence (Q9NXA8 whole entry, looked up): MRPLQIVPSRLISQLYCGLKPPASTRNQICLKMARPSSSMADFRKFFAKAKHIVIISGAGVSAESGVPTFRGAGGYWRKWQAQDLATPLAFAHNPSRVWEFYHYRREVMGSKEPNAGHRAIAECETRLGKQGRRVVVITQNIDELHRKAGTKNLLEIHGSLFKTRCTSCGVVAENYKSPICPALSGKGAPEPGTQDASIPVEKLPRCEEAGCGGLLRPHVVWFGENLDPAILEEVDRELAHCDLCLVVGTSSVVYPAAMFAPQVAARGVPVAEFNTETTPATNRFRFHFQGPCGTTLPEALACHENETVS
ARNT-TACC3 inh: ARNT/TACC3 interaction disruption; Q9Y6A5; AlphaScreen His-ARNT PAS-B/GST-TACC3 binding, luminescence; TACC3 fragment carries E629A point mutation; inhibition, % at 9.99 µM; 0.66% of 390,000 active; AID 623870;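 active = mean inhibition of replicates at least 50% and at least half of replicates each reaching 50%; inconclusive = half or more replicates reach 50% but mean below 50%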;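 note: 0% = complete ARNT plus TACC3 wells and 100% = ARNT alone without TACC3; many hits fall short of the cut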
DENV2 CPE rescue: inhibitors of DENV2 cytopathic effect; DENV2-infected cells, cytopathic effect rescue, plate reader; CPE inhibition, % at 9.99 µM; 1.7% of 350,000 active; in the data active = CPE inhibition above about 20%, passing the limit was not always enough; inconclusive = no clear call, values can overlap the other calls; tested in BHK-21 cells;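 note: 0% = median of neutral control wells and 100% = median of positive control wells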
PAX8 reporter: lowers PAX8-driven luciferase in RMG-I cells | RMG-I TPO-luciferase reporter, SteadyGlo, 24 h | inhibition, % at 12.6 µM | 1.2% of 360,000 active;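 active = mean replicate inhibition at least 60% with every replicate also reaching 60%; inconclusive = only one of the two criteria is met; inactive = mean below 60% and not all replicates reaching 60%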;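 note: luciferase light reporting Pax8 driven TPO promoter activity; plate controls were median of neutral control wells for no effect and mitoxantrone controls for full effect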
EWS-Fli block: EWS/Fli transcriptional activity inhibition; inhibition, % at 12.6 µM; A673 NR0B1-luciferase reporter, viability-normalised; 0.67% of 350,000 active;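 active = mean inhibition of at least 50% after viability correction, with every replicate also passing that limit; inconclusive = mean reaches 50% but only one of two replicates passes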;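 note: firefly luciferase signal divided by Alamar Blue viability fluorescence both relative to DMSO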
CASP6 VEID inh: blocks human caspase-6 cleavage activity | 0.53% of 350,000 active | purified caspase-6, Z-VEID-R110 cleavage fluorescence | inhibition, % at 12.5 µM;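 active = mean inhibition across replicates at least about 35%, with every replicate also reaching that limit, limit read from the data; inconclusive = only one of the two criteria met; inactive = neither criterion met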;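 note: 0% = median of neutral control wells and 100% = no fluorescence left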
Target sequence (P55212 24-179 limits assumed): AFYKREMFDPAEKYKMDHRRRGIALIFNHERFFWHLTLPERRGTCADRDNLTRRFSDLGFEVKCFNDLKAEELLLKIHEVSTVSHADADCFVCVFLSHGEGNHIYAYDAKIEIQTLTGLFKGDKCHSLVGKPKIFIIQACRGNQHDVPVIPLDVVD
Target sequence (P55212 194-293 limits assumed): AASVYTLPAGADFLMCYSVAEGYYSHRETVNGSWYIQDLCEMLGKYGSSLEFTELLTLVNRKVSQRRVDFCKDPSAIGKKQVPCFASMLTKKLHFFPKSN
LGR2 antag: inhibitors of bursicon-induced Drosophila LGR2 receptor cAMP signaling. HEK293 LGR2, CRE-luciferase, bursicon-stimulated, 4 h. inhibition, % at 9.99 µM. 0.35% of 380,000 active. AID 720647;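 active = drop in luminescence signal, shown as inhibition above about 50% in the replicate tests, limit read from the data, passing the limit was not always enough; inconclusive = probably only some replicates passing the limit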;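 note: agonist challenge used bursicon conditioned medium at about half maximal strength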
An asterisk follows results filed as active; ? = inconclusive; / = not tested or not shown.

1: O=C1CCC(OCc2ccccc2)CCN1CC[C@@H](Sc1ccccc1)c1ccccc1 (stereo not given in full)
2: NC1=NC2OC(CO)C(O)C2O1 (stereo not given)
3: COc1ccc(NC(=O)N(C)C[C@H]2OCc3ccccc3-c3c(n(C)c4ccccc34)C(=O)N([C@@H](C)CO)C[C@@H]2C)cc1
4: C[C@@H]1CN([C@@H](C)CO)C(=O)Cc2cc(NC(=O)Cn3cnnn3)ccc2O[C@H]1CN(C)Cc1ccc(Cl)c(Cl)c1
5: COC(=O)C1(C)NC(c2cccc(C)c2)C2C(=O)N(c3ccccc3)C(=O)C21 (stereo not given)
6: CCCc1c(-c2ccc(Cl)cc2)ncn1Cc1ccccc1OC
7: CN(C)c1oc(-c2ccco2)nc1S(=O)(=O)c1ccc(Br)cc1
8: Cc1ccccc1-c1ccc([C@@H]2[C@@H](CO)N3CCCCN(C(=O)Nc4cccc(F)c4)C[C@H]23)cc1
9: CCn1c(SCC(=O)NCC2CCCO2)nc2c([nH]c3ccccc32)c1=O (stereo not given)
10: Cc1cccc(NC(=O)/C(C#N)=C/c2ccccc2O)n1

| Screen / compound no. | 1 | 2 | 3 | 4 | 5 | 6 | 7 | 8 | 9 | 10 |
| --- | --- | --- | --- | --- | --- | --- | --- | --- | --- | --- |
| SIRT5 inh | / | -2 | 2 | 3 | -4 | / | -2 | 3 | -4 | -3 |
| ARNT-TACC3 inh | / | / | -7 | 12 | / | / | -4 | 20 | -2 | -1 |
| DENV2 CPE rescue | -9 | -2 | 5 | 0 | -8 | -8 | -5 | -2 | -5 | ? |
| PAX8 reporter | -5 | 11 | / | -5 | / | -7 | -7 | 10 | 21 | -93 |
| EWS-Fli block | 11 | -7 | -3 | 11 | -2 | 17 | 0 | 7 | / | -114 |
| CASP6 VEID inh | 0 | -1 | 9 | -1 | 1 | 5 | 0 | -3 | 3 | 0 |
| LGR2 antag | -7 | 1 | 5 | 14 | -8 | 15 | -3 | 5 | 18 | -39 |

11: COc1cccc(NC(=O)COC(=O)CC2CC3CCC2C3)c1 (stereo not given)
12: COCC(=O)N(C)C[C@@H]1Oc2cc(-c3ccc(OC)cc3)ccc2S(=O)(=O)N([C@H](C)CO)C[C@H]1C
13: CCc1noc(C)c1C(=O)Nc1cc(S(=O)(=O)N2CCCCC2)ccc1N(C)C
14: Cc1cc(=O)oc2cc(OCC(=O)NC(Cc3c[nH]c4ccc(O)cc34)C(=O)O)c(Cl)cc12 (stereo not given)
15: Cc1cccc(NC(=O)CN2CCSc3ccccc32)c1
16: CCC(=O)N1[C@H](CO)[C@H](c2ccccc2)C12CN(C(=O)CN1CCOCC1)C2
17: CCCc1cc(=O)oc2cc(OC(C)C(=O)NCc3ccccn3)c(Cl)cc12 (stereo not given)
18: COc1ccc(OCCN2CCN(S(=O)(=O)c3ccccc3C(F)(F)F)CC2)cc1
19: CCOC(=O)C(C)/C(C)=N\Nc1ccc([N+](=O)[O-])cc1[N+](=O)[O-] (stereo not given)
20: CC(=O)c1cccc(NC(=O)c2ccc3c(c2)CCCC3)c1

| Screen / compound no. | 11 | 12 | 13 | 14 | 15 | 16 | 17 | 18 | 19 | 20 |
| --- | --- | --- | --- | --- | --- | --- | --- | --- | --- | --- |
| SIRT5 inh | 3 | -5 | -3 | 2 | / | -2 | -2 | -2 | -2 | 4 |
| ARNT-TACC3 inh | -4 | -3 | -2 | 12 | -2 | / | 4 | / | 12 | 0 |
| DENV2 CPE rescue | -1 | 12 | 4 | 16 | 16 | 9 | -2 | -5 | 3 | 15 |
| PAX8 reporter | -2 | / | 6 | / | 17 | -9 | 12 | 12 | 6 | -164 |
| EWS-Fli block | 4 | -6 | 2 | 3 | 5 | 1 | -4 | 8 | -21 | -114 |
| CASP6 VEID inh | 2 | 3 | 2 | 3 | 1 | / | 0 | -46 | 2 | -5 |
| LGR2 antag | -17 | 6 | 9 | -10 | -1 | 10 | -2 | 21 | 3 | -89 |

Down the list, from the results shown:
Entries 11 to 20 in DENV2 CPE rescue, in turn: -1, 12, 4, 16, 16, 9, -2, -5, 3, 15
Entries 11 to 20 in ARNT-TACC3 inh, in turn: -4, -3, -2, 12, -2, /, 4, /, 12, 0
Entries 11 to 20 in LGR2 antag, in turn: -17, 6, 9, -10, -1, 10, -2, 21, 3, -89

In a second layout: results already given
Under each structure: SIRT5 inh | ARNT-TACC3 inh | DENV2 CPE rescue | PAX8 reporter | EWS-Fli block | CASP6 VEID inh | LGR2 antag
#20 CC(=O)c1cccc(NC(=O)c2ccc3c(c2)CCCC3)c1
 : 4 | 0 | 15 | -164 | -114 | -5 | -89
#17 CCCc1cc(=O)oc2cc(OC(C)C(=O)NCc3ccccn3)c(Cl)cc12 (stereo not given)
 : -2 | 4 | -2 | 12 | -4 | 0 | -2
#18 COc1ccc(OCCN2CCN(S(=O)(=O)c3ccccc3C(F)(F)F)CC2)cc1
 : -2 | / | -5 | 12 | 8 | -46 | 21
#14 Cc1cc(=O)oc2cc(OCC(=O)NC(Cc3c[nH]c4ccc(O)cc34)C(=O)O)c(Cl)cc12 (stereo not given)
 : 2 | 12 | 16 | / | 3 | 3 | -10
#16 CCC(=O)N1[C@H](CO)[C@H](c2ccccc2)C12CN(C(=O)CN1CCOCC1)C2
 : -2 | / | 9 | -9 | 1 | / | 10

New compounds follow
21: O=C(C1CCOCC1)N1CC(=O)N2[C@H](C1)[C@H](c1ccc(C#CC3CCCCC3)cc1)[C@@H]2CO
22: COc1cc(CO)ccc1Oc1nc2ccccc2n2cnnc12
23: Cc1cc(S(=O)(=O)N2CCC3(CC2)OCCN3S(=O)(=O)c2cccs2)ccc1F
24: COC(=O)[C@@]1(Cc2ccccc2)[C@H]2C(=O)N(C)C(=O)[C@H]2[C@H]2CN=C(SC)N21
25: CN1C(=O)c2cc(NC(=O)c3cnccn3)ccc2OC[C@@H]2O[C@@H](CC(=O)O)CC[C@H]21
26: Cc1cccc(NC(=O)CNC(=O)N2CC(=O)Nc3ccccc32)c1C
27: O=C(c1nnsc1S(=O)(=O)c1ccc(Cl)cc1)N1CCOCC1
28: CC1CCN(c2nnc(NC(=O)Cn3c(=O)oc4ccccc43)s2)CC1
29: Cc1ccc(N(CC(=O)NC2CCCC2)C(=O)c2nsc(Cl)c2Cl)cc1
30: CC1CC(C)CN(C(=O)CCS(=O)(=O)c2ccc3c(c2)NC(=O)CS3)C1 (stereo not given)
31: Cc1c(NC(=O)/C(C#N)=C/c2ccc(-c3ccc(Cl)cc3)o2)c(=O)n(-c2ccccc2)n1C
32: O=C(O)[C@H](Cc1ccccc1)NC(=O)N1CCC(Cc2ccccc2)CC1

| Screen / compound no. | 21 | 22 | 23 | 24 | 25 | 26 | 27 | 28 | 29 | 30 | 31 | 32 |
| --- | --- | --- | --- | --- | --- | --- | --- | --- | --- | --- | --- | --- |
| SIRT5 inh | -2 | -3 | -4 | -1 | -6 | -4 | 1 | -1 | / | -2 | / | -7 |
| ARNT-TACC3 inh | / | -7 | -1 | 1 | -1 | / | -2 | -9 | -5 | -4 | 6 | -1 |
| DENV2 CPE rescue | 2 | -1 | 0 | -15 | 14 | -3 | 2 | -5 | 5 | -3 | / | -1 |
| PAX8 reporter | 0 | 8 | / | -15 | -6 | 11 | 93* | -17 | 15 | 3 | 16 | -19 |
| EWS-Fli block | 4 | 1 | 1 | -6 | 7 | / | 1 | 1 | 10 | / | / | 6 |
| CASP6 VEID inh | 2 | -1 | 0 | 3 | -2 | 0 | 24 | 1 | 2 | -9 | / | 0 |
| LGR2 antag | -3 | -10 | -4 | -4 | -4 | 2 | 102* | 6 | -14 | -3 | 2 | 6 |

LGR2 antag, what is marked active above
# | SMILES | SIRT5 inh | ARNT-TACC3 inh | DENV2 CPE rescue | CASP6 VEID inh | LGR2 antag
27 | O=C(c1nnsc1S(=O)(=O)c1ccc(Cl)cc1)N1CCOCC1 | 1 | -2 | 2 | 24 | 102*

From entry 21 up to 23, as listed above:
21: O=C(C1CCOCC1)N1CC(=O)N2[C@H](C1)[C@H](c1ccc(C#CC3CCCCC3)cc1)[C@@H]2CO
22: COc1cc(CO)ccc1Oc1nc2ccccc2n2cnnc12
23: Cc1cc(S(=O)(=O)N2CCC3(CC2)OCCN3S(=O)(=O)c2cccs2)ccc1F

| Screen / compound no. | 21 | 22 | 23 |
| --- | --- | --- | --- |
| SIRT5 inh | -2 | -3 | -4 |
| ARNT-TACC3 inh | / | -7 | -1 |
| DENV2 CPE rescue | 2 | -1 | 0 |
| PAX8 reporter | 0 | 8 | / |
| EWS-Fli block | 4 | 1 | 1 |
| CASP6 VEID inh | 2 | -1 | 0 |
| LGR2 antag | -3 | -10 | -4 |
